KB-3-1 tox – kills parental KB-3-1 adenocarcinoma cells; 1.4% of 400,000 active; AID 1347075; KB-3-1 viability, CellTiter-Glo ATP luminescence, 72 h; Potency, µM (titrated, usually from 46.1 µM), for inactives: top-dose activity change, negative = cytotoxic, most hits filed as cytotoxic; further: potency means the concentration at half of the fitted maximal effect; on the % scale 0 is the no-effect control and ±100 the full control effect; nearly all actives have a fitted effect of over 60% in size
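Viability of parental KB-3-1 cells, measured by CellTiter-Glo luminescence, followed a 72 h incubation at 37 °C with pinned compounds in phenol-red-free DMEM containing 10% FBS.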
D3 antag – D3 dopamine receptor (human) antagonism | 2.5% of 360,000 active | D3R cells, DiscoveRx beta-arrestin luminescence, antagonist mode; active compounds read low | max response, negative = inhibition, % | P35462; in the data active means max response below about -50%; inconclusive means no clear call, values can overlap the other calls; further: on the % scale 0 is the no-effect control and ±100 the full control effect; mostly tested at two doses, the higher about 12 µM
Target sequence (P35462 whole entry, looked up): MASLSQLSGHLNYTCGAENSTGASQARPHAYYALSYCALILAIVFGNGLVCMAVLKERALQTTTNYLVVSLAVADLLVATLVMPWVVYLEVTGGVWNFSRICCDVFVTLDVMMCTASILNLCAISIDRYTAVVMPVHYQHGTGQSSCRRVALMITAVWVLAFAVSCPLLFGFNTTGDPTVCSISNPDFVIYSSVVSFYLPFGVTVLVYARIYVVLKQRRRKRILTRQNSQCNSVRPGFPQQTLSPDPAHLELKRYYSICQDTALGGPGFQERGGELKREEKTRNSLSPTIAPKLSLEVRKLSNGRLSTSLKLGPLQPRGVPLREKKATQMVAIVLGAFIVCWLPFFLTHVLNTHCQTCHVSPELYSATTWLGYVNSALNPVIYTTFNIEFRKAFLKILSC
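Cells plated overnight at 1500 cells/well, then exposed to library compounds with dopamine controls for 90 minutes at 37 degrees C. DiscoveRx reagent added for 30–60 minutes at room temperature; luminescence read, quantitative HTS format.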
HT1080 IDH1KD tx – kills HT-1080 cells with IDH1 knockdown | 2% of 360,000 active | Potency, µM (highest dose often 46.1 µM), inactives show at the highest dose activity, negative = toxicity, hits mostly cytotoxic | HT-1080 IDH1 knockdown viability, ATP luminescence, 48 h;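 further: potency means the concentration at half of the fitted maximal effect; 0% = DMSO wells and -100% = cell-free medium wells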
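Luminescent ATP read-out (CellTiter-Glo, 10 min at room temperature) after 48 h compound exposure at 37 °C gave viability of IDH1-knockdown HT-1080 cells. Activity was normalised to DMSO and cell-free wells, then fitted as concentration-response curves.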
HT1080-NT tox – kills 2HG-producing HT-1080-NT fibrosarcoma cells; HT-1080-NT fibrosarcoma viability, CellTiter-Glo ATP luminescence, 48 h; Potency, µM (highest dose often 46.1 µM), inactives show top-dose activity, negative = less viability, hits mostly cytotoxic; 1.6% of 360,000 active; AID 686970;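 further: NT is the 2HG producing partner of a matched IDH1 knockdown line; potency means the concentration at half of the fitted maximal effect; 0% = DMSO-treated cells and -100% = media-only wells without cells; nearly all actives have a fitted effect of over 55% in size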
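A 48-hour cytotoxicity screen used HT-1080-NT cells plated 2 hours before compound delivery. ATP-based CellTiter-Glo luminescence measured viability, normalized to DMSO and no-cell controls.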
SW480 rerep – induces DNA re-replication in SW480 colon adenocarcinoma cells; SW480 DNA re-replication, Hoechst DNA content imaging, 48 h; 1.8% of 340,000 active; Potency, µM (doses to about 46.1 µM), without a hit: at the highest dose re-replication activation, usual class: activators; further: potency means the concentration at half of the fitted maximal effect; % of control where 0% means no effect; nearly all actives have a fitted effect of over 55% in size
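Treated cells incubate 48 hr (37 C, 5% CO2), are stained 40 min with Hoechst, and nuclear fluorescence is enumerated; a rise in nuclei with high DNA signal marks re-replication.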
IL-1B inflam inh – inhibitors of inflammasome signaling (IL-1 beta secretion); THP-1 LPS/ATP IL-1B secretion, AlphaLISA, 16 h; active compounds read low; 4.7% of 360,000 active; activity change, % at 57.5 µM; AID 743279; in the data active means activity change below about -50%; inconclusive means mostly about -30% to -49%; further: on the % scale 0 is the no-effect control and ±100 the full control effect
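Secreted IL-1B measured by AlphaLISA bead assay after 16 h compound exposure of THP-1 cells; compounds (final up to 57.5 uM) added 1 h before LPS (250 ng/mL) and ATP (1.25 mM) stimulation; lower signal means less secretion.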
GLP-1R agonist – GLP-1 receptor (human) agonism | P43220 | HEK293 GLP-1R CRE-luciferase, luminescence, 4-6 h; cells express a hypersensitive GLP-1R form | Potency, µM (series often up to 45.6 µM), inactives show at the highest dose activation, usual class: activators | 0.007% of 380,000 active | AID 624172; further: potency means the concentration at half of the fitted maximal effect; % of control where 0% means no effect
Target sequence (P43220 whole entry, looked up): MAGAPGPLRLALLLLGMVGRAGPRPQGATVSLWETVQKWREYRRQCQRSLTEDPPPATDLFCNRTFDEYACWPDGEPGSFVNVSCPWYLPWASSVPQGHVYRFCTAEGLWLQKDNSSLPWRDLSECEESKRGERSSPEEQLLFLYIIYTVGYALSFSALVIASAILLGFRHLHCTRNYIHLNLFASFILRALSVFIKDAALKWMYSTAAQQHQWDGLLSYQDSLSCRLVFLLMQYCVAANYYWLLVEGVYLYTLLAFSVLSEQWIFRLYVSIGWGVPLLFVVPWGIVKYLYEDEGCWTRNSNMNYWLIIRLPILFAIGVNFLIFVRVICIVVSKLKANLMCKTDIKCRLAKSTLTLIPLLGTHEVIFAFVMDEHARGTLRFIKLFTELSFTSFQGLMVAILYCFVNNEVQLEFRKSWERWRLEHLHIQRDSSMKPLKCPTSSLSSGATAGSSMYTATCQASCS
KB-V1 cytotox – kills drug-selected multidrug resistant KB-V1 cells | 3.4% of 400,000 active | Potency, µM (highest dose often 46.1 µM), for inactives: at the top dose activity change, negative = cytotoxicity, hits mostly cytotoxic | AID 1347076 | KB-V1 MDR cells viability, CellTiter-Glo, 72 h; further: potency means the concentration at half of the fitted maximal effect; on the % scale 0 is the no-effect control and ±100 the full control effect; nearly all actives have a fitted effect of over 60% in size
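KB-V1 MDR subline cells in DMEM (phenol-red free, 10% FBS) exposed to compounds in qHTS concentration series for 72 h at 37 degrees C. Viability read by CellTiter-Glo luminescence; concentration-effect curves fitted after normalization and correction.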
D3 ag – D3 dopamine receptor (human) agonism; P35462; D3R DiscoveRx beta-arrestin cells, luminescence, 90 min; max activation, %; AID 652048; 0.58% of 410,000 active; in the data active means max activation above about 30%; further: 0% is about no effect; mostly tested at two doses, the higher about 12 µM
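Cells at 1500/well, incubated overnight, then treated with pinned compounds (dopamine as control) for 90 min at 37 degrees C. DiscoveRx reagent added for 30 - 60 minutes at room temperature; luminescence read.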
* marks the source's active call; other numbers are inactive results; ? = inconclusive; · = not tested or not shown; [ ] = another dose, or the depositor's remark. Unless noted, the call rests on the fitted dose curve; in most records, active means well fitted curve in the direction sought with a large enough effect; inconclusive means small, poorly fitted or top-dose-only effect, or another doubt; inactive means no such curve, though single readings can be large; an effect the other way counts as inactive or inconclusive.

| molecule | HT1080 IDH1KD tx | KB-V1 cytotox | SW480 rerep | IL-1B inflam inh | D3 antag | GLP-1R agonist | HT1080-NT tox | D3 ag | KB-3-1 tox |
| --- | --- | --- | --- | --- | --- | --- | --- | --- | --- |
| O=C(c1cc2cc(Br)ccc2oc1=O)N1CCCC1 | 0% | -9% | -23% | -10 | -5 | 2% | 18% | 5 | 1% |
| Cc1ccc(C)c(OCC(=O)OCc2csc(CC(=O)Nc3ccccc3C)n2)c1 | -11% | 20% | · | 26 | -16 | -7% | -1% | 1 | 2% |
| CCCCN(CC)CCCNC(=O)c1cc2cc3ccc(C)cc3nc2o1 | 0% | -1% | -63%[inhibitor] | · | -10 | 17% | -17% | -7 | -15% |
| O=C(O)CCCN1C(=O)C2C3c4ccccc4C(c4ccccc43)[C@@H]2C1=O (some centres not stated) | 3% | 0% | 1% | 21 | 3 | 7% | 13% | 3 | 9% |
| CCCN1/C(=C(\C#N)C2=NS(=O)(=O)c3ccccc32)N(C)c2ccccc21 | 1% | 0% | -15% | -7 | 2 | 9% | 0% | 1 | -17% |
| CCOc1ccc(NC(=S)NCc2ccco2)cc1 | 11% | 11% | 4% | -3 | 10 | 14% | 7% | 3 | -9% |
| Cc1noc(/C=C/c2cccnc2)c1[N+](=O)[O-] | ? | 5% | ? | -94* | -4 | -3% | 21µM* | -4 | 21µM* |
| OC(CNCCC1C=Nc2ccccc21)Cn1c2ccc(Cl)cc2c2cc(Cl)ccc21 (configuration not stated) | ? | ? | ? | -110* | 20 | -21% | ? | 19 | ? |
| COc1ccc(/C=N/NC(=O)c2ccc[nH]2)cc1 | 0% | 11% | 13% | 0 | 10 | -4% | -6% | -1 | 2% |
| COc1ccc(/C(C)=N/N=C(N)N)c(OC)c1 | -12% | 29% | 21% | 6 | 0 | -2% | -3% | -4 | ? |

The list goes on; it opens with the 2 that closed the last part.
| molecule | HT1080 IDH1KD tx | KB-V1 cytotox | SW480 rerep | IL-1B inflam inh | D3 antag | GLP-1R agonist | HT1080-NT tox | D3 ag | KB-3-1 tox |
| --- | --- | --- | --- | --- | --- | --- | --- | --- | --- |
| COc1ccc(/C=N/NC(=O)c2ccc[nH]2)cc1 | 0% | 11% | 13% | 0 | 10 | -4% | -6% | -1 | 2% |
| COc1ccc(/C(C)=N/N=C(N)N)c(OC)c1 | -12% | 29% | 21% | 6 | 0 | -2% | -3% | -4 | ? |
| CN(CC1CCOCC1)C(=O)CC1C(=O)NCCN1Cc1cccc(Oc2ccccc2)c1 (configuration not stated) | 2% | 3% | 2% | 1 | 4 | 7% | 0% | 7 | -2% |
| Cc1cc(C(=O)COC(=O)c2ccc[nH]c2=O)c(C)n1-c1ccc(Br)cc1 | -22% | 0% | 0% | 26 | -13 | 4% | -1% | -7 | -5% |
| CS(=O)(=O)N(CC(=O)Nc1ccc(S(=O)(=O)N2CCCC2)cc1)c1ccccc1 | -5% | 1% | 0% | 0 | -5 | 8% | -2% | 3 | 18% |
| CCOc1ccc(N2CC(C(=O)Nc3ccccc3N3CCOCC3)CC2=O)cc1 (configuration not stated) | 0% | -30% | 0%[9.22 µM] | -7 | 8 | 6% | -4% | 0 | 2% |
| CC(C)[C@H](NS(=O)(=O)c1ccccc1)C(=O)OCC(=O)Nc1cccc(S(N)(=O)=O)c1 | 25% | 10% | -10% | -3 | 15 | 9% | 0% | -4 | 10% |
| Cc1ccsc1C(=O)N(CC(C)C)c1c(N)n(Cc2ccccc2)c(=O)[nH]c1=O | -13% | 7% | -11% | 0 | 13 | 4% | -4% | 1 | -17% |
| CN(C)CCCN(C(=O)c1ccc(C(=O)c2ccccc2)cc1)c1nc2c(F)cccc2s1 | -7% | -11% | ? | ? | -25 | -2% | -26% | -14 | 2% |
| CCN(CC)CCN1C(=O)C(=O)/C(=C(/O)c2ccc(S(=O)(=O)N3CCOCC3)cc2)C1c1ccc(C(C)(C)C)cc1 (configuration not stated) | 8% | 4% | -28% | -11 | -20 | 1% | 16% | -12 | -16% |
| O=C(O)C1C2CCC(O2)C1C(=O)Nc1cccc(Cl)c1 (configuration not stated) | ? | 7% | 1% | 42 | 1 | 5% | -15% | -1 | 2% |
| CCOc1cc(C)c(Cl)cc1S(=O)(=O)N(CC)CC | -3% | 0% | 3% | 23 | 37 | 0% | -8% | 6 | -6% |
| Cn1c(N)c(C(=O)COC(=O)c2cc(C3CC3)nc3ccccc23)c(=O)n(C)c1=O | 2% | ? | -11% | -4 | 125 | -1% | 1% | 36* | -4% |
| C[C@@H]1C(=O)O[C@H](C)[C@H]1C[C@@H](O)[C@](C)(O)C1CC[C@@]2(O)C3=CC(=O)[C@@H]4C[C@@H](O)[C@@H](O)C[C@]4(C)C3CC[C@]12C (some centres not stated) | 15% | ? | 6%[9.22 µM] | 17 | 19 | 3% | 9% | 15 | 14% |
| Cc1cccc(-c2c3c(=O)n(C)c(=O)n(C)c3cn2C(C)(C)C)c1 | -8% | -29% | 0% | 7 | 29 | 6% | -22% | -5 | -2% |
| Cc1ccc(S(=O)(=O)NC2=NCN(CCc3ccccc3)CN2)cc1 | 9% | 18% | -3% | -18 | -2 | -8% | 1% | 2 | 0% |
| COc1cccc(C(O)c2nc3ccccc3n2C)c1 (configuration not stated) | 2% | 8% | -9% | 6 | -4 | -2% | -3% | -9 | -1% |
| COCCn1c(=O)[nH]c2cc(C(=O)N3CCN(c4cc(C)ccc4C)CC3)ccc2c1=O | -16% | ? | -6% | 4 | 9 | -2% | 0% | 3 | -17% |
| CN1C(=O)CC(N2CCN(Cc3ccc(Cl)cc3)CC2)C1=O (configuration not stated) | -1% | -4% | 8% | 10 | 118 | -1% | 4% | 2 | -6% |
| O=C(Nc1ccc([N+](=O)[O-])cc1)c1cc(-c2ccccn2)nc2c(Cl)cccc12 | 0% | 2% | ? | 2 | 10 | 0% | ? | 2 | 0% |
| O=C(c1ccccn1)N1CCN(S(=O)(=O)c2ccc(F)cc2)CC1 | 15% | 2% | -9% | 27 | 10 | -17% | 11% | 2 | -2% |
| O=C(Cc1ccccc1)c1ccc(O)cc1 | 5% | 17% | 14% | 10 | -3 | 12% | 3% | 7 | 0% |
| C(=N\Nc1ccccn1)/c1ccc2c(c1)OCCO2 | -12% | -18% | -5% | -69* | -24 | 1% | -13% | -2 | -11% |
| COC(=O)NCC(C)OC(=O)Nc1cccc(Cl)c1 (configuration not stated) | -1% | -26% | 1% | 2 | 1 | 0% | 4% | -3 | 4% |
| COc1cc(/C=C(\CC(=O)O)c2nc3ccccc3s2)ccc1OCC(=O)Nc1ccccc1F | 6% | -28% | -5% | 22 | 45 | 13% | 13% | 5 | 10% |
| CCOC(=O)CSc1n[nH]c(=O)n1CCc1ccccc1 | -2% | ? | -5% | -12 | 2 | 7% | 2% | 4 | 4% |
| O=C(c1ccccc1-c1nc(-c2ccccc2)no1)N1CCCC1 | 7% | -28% | -1% | 24 | -22 | 4% | 3% | 9 | -3% |
| COCCn1c(SCC(=O)c2ccc3c(c2)OCCO3)nnc1-c1ccoc1C | 0% | 4% | 2% | 21 | -22 | -2% | 3% | -3 | 4% |
| COc1ccc(OC)c(-n2c(-c3ccc(S(C)(=O)=O)cc3)cc(C=O)c2C)c1 | -27% | -20% | 10% | -12 | -14 | -1% | -18% | 13 | -3% |
| CCCCN(CC)CCNC(=O)c1cc2cc3ccc(Cl)cc3nc2o1 | 0% | 6% | ? | · | -14 | 5% | 3% | -2 | -17% |
| COc1cccc(CN(CC(=O)NCC2CCCO2)C(=O)CNS(=O)(=O)c2ccccc2)c1 (configuration not stated) | -3% | -3% | -2% | -8 | 13 | -2% | 15% | 6 | 5% |
| CCCOc1ccc(-c2c(C(=O)N/N=C/c3cccs3)nnn2-c2nonc2N)cc1 | -1% | -1% | 1% | -21 | 0 | -3% | -15% | 2 | -1% |
| CCOc1ccc(NC(=O)COC(=O)c2c(OC)cccc2OC)cc1 | 4% | 16% | -6% | 20 | 23 | 1% | 16% | 2 | 7% |
| O=C(CCCn1cc([N+](=O)[O-])cn1)NC1CCCCCC1 | 0% | -6% | 2% | -4 | -9 | 5% | 0% | -1 | 4% |
| Cc1cc(C)nc(N(C#N)C(C)C(=O)N(C)C)n1 (configuration not stated) | 10% | -10% | -8% | 7 | 8 | -2% | 17% | 0 | 22% |
| CN1CCN(C(=O)C2CCCCC2C(=O)O)CC1 (configuration not stated) | 6% | -3% | -4% | -10 | -19 | -2% | 8% | -8 | 0% |
| COC(=O)[C@]12CCCCC=C1N(CCc1ccc(OC)c(OC)c1)C(=O)[C@H](CC(=O)NCc1ccccc1)C2 | 4% | ? | · | 2 | 17 | · | 8% | 7 | 1% |
| CC(=O)C(Cc1ccccc1)NC(=O)COC(=O)c1cc(S(=O)(=O)N2CCOCC2)ccc1F (configuration not stated) | 0% | 13% | · | -5 | 20 | 8% | 8% | 1 | -8% |
| CCOc1ccc(N2CC(C(=O)NCc3ccc(F)cc3)CC2=O)cc1 (configuration not stated) | 6% | -5% | 2% | 43 | 3 | -5% | -2% | 0 | -18% |
| COC(=O)c1ccc(NS(=O)(=O)N(C)C)cc1 | 17% | 0% | 9% | 18 | 8 | 1% | 2% | 0 | -8% |
| CC1CN(C(=O)CSc2cn(CC(=O)N3CCOCC3)c3ccccc23)CC(C)O1 (configuration not stated) | 2% | 4% | -11% | 3 | 1 | 4% | 3% | 6 | 18% |
| COCCN(C(=O)COC(=O)CCOc1cccc(C)c1)c1c(N)n(Cc2ccccc2)c(=O)[nH]c1=O | 9% | 7% | ? | -4 | 4 | 10% | 8% | 21 | 20% |
| Cc1c(NC(=O)c2cnn3c(C(F)(F)F)cc(-c4ccco4)nc23)c(=O)n(-c2ccccc2)n1C | 19% | -18% | 8% | 0 | 33 | -9% | 7% | -6 | 2% |
| CCCC(=O)C1=C(O)C(C(=O)OC)C(C)(C)CC1=Nc1ccc(C)cc1 (configuration not stated) | 0% | -3% | 2% | -6 | 27 | -8% | -5% | 0 | -2% |
| Cc1ccc(NC(=O)C(C)N2C(=O)c3ccccc3S2(=O)=O)cc1Cl (configuration not stated) | 0% | 26% | 48% | 7 | -1 | 8% | -1% | -1 | 4% |
